# Screening results deposited in PubChem BioAssay by National Center for Advancing Translational Sciences (NCATS).
# Tau fluor cs – counter-screen for tau fibril formation inhibitors. tau K18 P301L Alexa594 fluorescence, heparin fibrillization. Potency, µM (titrated, usually from 57.7 µM), for the others: top-dose activity change, negative = decrease. 280,000 tested, 0.93% active; note: % is set by controls: 0 for no effect and ±100 for the full control effect; nearly all actives have a fitted effect of over 55% in size
#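 Human tau K18 P301L (15 uM unlabeled, 0.24 uM Alexa 594-labeled) in 100 mM sodium acetate pH 7 with 20 uM heparin, 6 hr at 37 C. ThT 30 uM added, 1 hr ambient; Alexa 594 FP and total fluorescence read at 555/632 nm.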
# GAA inh – inhibitors of human lysosomal alpha-glucosidase | AID 1466 | purified human GAA, 4-MU-alpha-glucoside fluorescence | 200,000 tested, 0.005% active | Potency, µM (highest dose often 76.9 µM), for the others: at the top dose activity change, negative = inhibition, hits mostly inhibitors | P10253;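 note: plate controls were uninhibited enzyme wells for no effect and no-enzyme background for full effect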
#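 Fluorogenic assay: 4 nM human alpha-glucosidase with 400 uM 4-methylumbelliferyl-alpha-D-pyranoside in 50 mM citrate/phosphate, 0.005% Tween-20, pH 5.0, 20 min at room temperature. Compounds tested up to 77 uM; AC50 from Hill fits.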
# Tau fibril ThT – inhibitors of human tau fibril formation, thioflavin T binding; P10636; recombinant tau K18 P301L, heparin-induced fibrillization, ThT fluorescence; AID 1460; 270,000 tested, 2.1% active; Potency, µM (highest dose often 57.4 µM), for the others: top-dose activity, negative = inhibition, most hits filed as inhibitors; note: % is set by controls: 0 for no effect and ±100 for the full control effect; nearly all actives have a fitted effect of over 55% in size
# Target sequence (P10636 561-689 P618L limits assumed): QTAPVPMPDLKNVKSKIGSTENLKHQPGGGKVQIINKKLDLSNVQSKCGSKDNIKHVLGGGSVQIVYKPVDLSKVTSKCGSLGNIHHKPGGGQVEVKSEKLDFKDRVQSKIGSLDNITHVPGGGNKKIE
#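 Fibril formation assay: tau K18 P301L at 15 uM with trace Alexa 594 label, heparin inducer 20 uM, pH 7 sodium acetate buffer, 37 C for 6 hr; endpoint ThT signal.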
# Tau FP inhib – inhibitors of human tau fibril formation | P10636 | K18 P301L tau heparin fibrillization, Alexa594 FP, 6 h | Potency, µM (series often up to 57.7 µM), without a hit: at the highest dose activity, negative = inhibition, most hits filed as inhibitors | 280,000 tested, 0.39% active | AID 1468; note: % is set by controls: 0 for no effect and ±100 for the full control effect; nearly all actives have a fitted effect of over 55% in size
#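 Human K18 P301L fragment (15 uM unlabeled plus 0.24 uM Alexa 594-labeled) in 100 mM sodium acetate pH 7 with compound, aggregation induced by 20 uM heparin for 6 hr at 37 C. ThT (30 uM) added for 1 hr, then Alexa 594 FP read.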
# GLA spleen mod – inhibits or activates alpha-galactosidase in human spleen homogenate | 240,000 tested, 0.008% active | Potency, µM (series often up to 80 µM), for the others: at the top dose activity change, negative = inhibition, actives largely listed as inhibitors | P06280 | AID 2107 | human spleen homogenate, 4MU-alpha-Gal fluorescence, 40 min;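 note: 0% = enzyme with vehicle and -100% = no enzyme basal signal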
# Target sequence (P06280 32-429 limits assumed): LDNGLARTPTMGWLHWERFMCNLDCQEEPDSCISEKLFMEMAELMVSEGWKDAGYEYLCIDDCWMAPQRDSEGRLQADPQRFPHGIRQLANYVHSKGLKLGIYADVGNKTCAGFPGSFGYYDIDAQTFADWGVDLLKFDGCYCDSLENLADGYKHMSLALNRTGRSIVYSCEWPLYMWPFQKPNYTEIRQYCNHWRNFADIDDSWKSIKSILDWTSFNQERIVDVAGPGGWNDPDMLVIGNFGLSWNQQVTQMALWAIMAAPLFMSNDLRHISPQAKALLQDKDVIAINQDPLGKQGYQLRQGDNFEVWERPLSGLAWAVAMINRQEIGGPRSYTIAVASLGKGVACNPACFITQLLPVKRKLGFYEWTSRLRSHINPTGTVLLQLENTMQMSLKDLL
#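 Inhibition or activation of alpha-galactosidase in human spleen homogenate is scored by 4-MU fluorescence after 40 min at 37C, pH 5.0, with 1 mM substrate. AC50s come from concentration-response fitted to the Hill equation.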
# HTT ATP protect – Huntington cell model cytoprotection by ATP luminescence. AID 1471. Potency, µM (doses to about 56.4 µM), for inactives: cytoprotection (ATP increase), hits mostly activators. PC12 HTT-Q103 induced, cytoprotection, ATP luminescence, 40 h. 230,000 tested, 0.14% active;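 note: % of control where 0% means no effect; nearly all actives have a fitted effect of over 45% in size; toxic huntingtin expression switched on by the ecdysone agonist tebufenozide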
#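 Cells were plated at 1500 per well in phenol red-free DMEM with 5% equine and 5% calf serum. Tebufenozide (100 nM final) and compounds were added, then ATPlite reagent, and luminescence was read.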
# GAA glycogen mod – inhibitors or activators of human alpha-glucosidase glycogen cleavage. P10253. recombinant GAA, glycogen substrate, Amplex Red glucose oxidase fluorescence. Potency, µM (highest dose often 76.4 µM), without a hit: at the top dose activity change, negative = inhibition, hits mostly inhibitors. 300,000 tested, 0.38% active. AID 2100;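 note: 0% = full enzyme reaction and -100% = no-enzyme basal signal; the screen sought inhibitors and activators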
#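 Natural-substrate format: glycogen cleavage by 4 nM human enzyme, glucose read by Amplex Red coupling (Ex 573, Em 610 nm). Normalized to enzyme and no-enzyme controls.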
# aGlu spleen mod – inhibits or activates alpha-glucosidase in human spleen homogenate; human spleen homogenate, 4-MU-alpha-glucoside fluorescence; 240,000 tested, 0.006% active; AID 2112; Potency, µM (highest dose often 79.9 µM), for inactives: at the highest dose activity change, negative = inhibition, most hits filed as inhibitors; P10253;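 note: 0% = enzyme with vehicle and -100% = no enzyme basal signal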
#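 Human spleen homogenate (1 ug) with 4-methylumbelliferyl-alpha-D-glucopyranoside (1 mM final) in 50 mM citrate/phosphate pH 5.0, 0.01% Tween-20; 40 min at 37 C. Stopped at pH 10; 4-MU fluorescence Ex 365/Em 440 nm; AC50 by Hill fit.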
# * = called active by the depositor; u = inconclusive; x = no result given; [ ] = remark or other dose. Calls come from the whole dose curve; as a rule, active = well fitted curve in the direction sought with a large enough effect; inconclusive = small, poorly fitted or top-dose-only effect, or another doubt; inactive = no such curve, though single readings can be large; an effect the other way counts as inactive or inconclusive. Potency is the fitted concentration of half-maximal effect.
SMILES | Tau fibril ThT | HTT ATP protect | aGlu spleen mod | GAA glycogen mod | Tau fluor cs | Tau FP inhib | GAA inh | GLA spleen mod
Cc1ccc(OCC(=O)N2N=C(c3ccncc3)CC2(O)C(F)(F)F)cc1C (configuration not stated) | -9% | 22%[10 µM] | -3% | 1% | -6% | -3% | x | -8%
CCCSc1oc(-c2ccco2)nc1S(=O)(=O)c1ccc(Br)cc1 | u | x | x | 13%[76.3 µM] | u | -14% | x | x
Nc1c(Cl)ncnc1NCCc1ccc(O)cc1 | -14% | 16%[10 µM] | -5% | -1% | -7% | 8% | x | 5%
CCOc1ccc(CNC(=O)c2ccc(CSc3nc4ccncc4n3Cc3ccc(F)cc3)cc2)cc1 | -5% | x | x | 7%[76.3 µM] | u | -3% | x | x
O=C(c1nn2c(C(F)(F)F)cc(-c3cccs3)nc2c1Br)N1CCCc2ccccc21 | -6% | 17%[10 µM] | -5% | 6% | -8% | 7% | -5% | -3%
Cc1nc(C)n(C(=O)N(c2ccccc2)c2ccccc2)n1 | -2% | -14%[0.074 µM] | -6% | -2% | 1% | -3% | -10% | -4%
O=C(Nc1ccc(N2CCN(C(=O)c3ccccc3)CC2)cc1)c1ccc([N+](=O)[O-])o1 | 4.5µM* | -21%[10 µM] | 5% | 3% | u | 4% | -17% | 1%
COc1ccc(C2NC(=S)NC(O)(C(F)(F)F)C2C(=O)c2cccs2)cc1 (configuration not stated) | 0% | -2%[10 µM] | -6% | 9% | 2% | -3% | -7% | 3%
O=C(Nc1ccc(-c2ccc3nncn3n2)cc1)C1CCCC1 | -20% | -109%[inhibitor] | 7% | 8% | -12% | 12% | 5% | 0%
COC(=O)CC1c2ccccc2C(Cc2ccc(OC)cc2)=C(C)N1C(=O)OC (configuration not stated) | -4%[11.5 µM] | -5%[10 µM] | -9%[17.4 µM] | x | -12%[11.6 µM] | 8%[11.6 µM] | x | -1%[17.5 µM]
CC1=C(C#N)C(Nc2ccc(C)cn2)(C(F)(F)F)C(=O)N1 (configuration not stated) | -9% | -9% | -8% | 7% | -4% | 0% | u | -11%
CC(=O)CCc1oc2ccc(C)cc2c1-c1ccc(C)o1 | -13% | 8%[10 µM] | -4% | -10% | -4% | 6% | 9% | 5%
COc1cscc1C(N)=O | -3% | 4%[10 µM] | 1% | 11% | -4% | 3% | -2% | -12%
Cc1ccc2nc(SCC(=O)NNC(=O)c3ccccc3)[nH]c2c1 | -7% | 32%[10 µM] | 7% | 1% | -7% | -8% | 4% | 7%
Cc1c(NC(=O)c2cc(=O)c3cc(Cl)ccc3o2)c(=O)n(-c2ccccc2)n1C | 0% | x | x | 10%[76.3 µM] | -8% | -13% | x | x
CC(C)(C)Nc1nc(Cl)nc(NCc2ccccc2)n1 | x | -17%[10 µM] | -9% | -2% | -42%[11.6 µM] | 13%[11.6 µM] | x | 0%
CCOc1ccc(N(CC(=O)Nc2ccc(C)cc2)S(=O)(=O)c2c(C)[nH]c(=O)[nH]c2=O)cc1 | x | -2%[10 µM] | 5% | 3% | -4%[0.0958 µM] | -10%[0.0958 µM] | x | 0%
CCOC(=O)Cc1csc(Nc2ccc(Cl)cc2)n1 | u | 5%[1.9 µM] | 4% | -23% | u | 17% | -7% | -1%
CN(C)CCCNc1ncnc2c1cnn2-c1ccccc1 | -11% | -12% | 2% | -1% | -5% | 4% | -5% | 4%
CC(C)(C)N(NC(=O)c1ccccc1)C(=O)c1cccc(C(=O)N(NC(=O)c2ccccc2)C(C)(C)C)c1 | -9% | -17% | 6% | 3% | -10% | -3% | -7% | 14%
Cc1ccccc1-c1nc(CS(=O)(=O)CC(=O)Nc2cccc(C(F)(F)F)c2)c(C)o1 | 10% | x | x | 12%[76.3 µM] | -28% | u | x | x
COc1ccc(-c2cc(C(=O)N(C)Cc3ccccc3)no2)cc1OC | u | -10% | -14% | -15% | -22% | -7% | -9% | -5%
CCC1CCCCN1S(=O)(=O)c1ccc(C(=O)Nc2nnc(-c3ccccc3Cl)o2)cc1 (configuration not stated) | -1% | 29%[10 µM] | -9% | 3% | -3% | -1% | u | -5%
COC(OC)C12c3ccccc3C(c3ccccc31)C1C(=O)N(c3cccnc3)C(=O)C12 (configuration not stated) | -1% | 28%[10 µM] | 4% | 18% | -6% | 9% | u | 6%
CCOC(=O)N/N=C/c1c(C)nn(-c2ccccc2Cl)c1Cl | -5% | 19%[10 µM] | -1% | -5% | -3% | 5% | 2% | -7%
COc1cc(C(=O)Nc2ccc(N3CCOCC3)cc2)ccc1OCc1c(C)noc1C | u | 14%[10 µM] | -5% | 14% | -18% | 11% | -3% | -1%
CCn1c(Cn2nnc(-c3ccccc3)n2)nnc1SCC(=O)Nc1cccc(C)c1C | -6% | -20% | 5% | 4% | -9% | 3% | u | 6%
Cc1[nH]c2ccc(C(=O)O)cc2c1C | -4% | -26% | -6% | 6% | -12% | -14% | -2% | 0%
COc1ccc(CN(C(C)=O)c2ccccc2C(=O)O)cc1 | -4% | 7%[10 µM] | -17% | -1% | -8% | 1% | x | -5%
Cc1ccc(NC(=O)C2COc3ccccc3O2)nc1 (configuration not stated) | -13% | 13%[10 µM] | 1% | -1% | -11% | 2% | 2% | 8%

# The list goes on:
SMILES | Tau fibril ThT | HTT ATP protect | aGlu spleen mod | GAA glycogen mod | Tau fluor cs | Tau FP inhib | GAA inh | GLA spleen mod
CC(=O)N(Cc1ccc(F)cc1)C1=C(NCCc2ccccc2)C(=O)c2ccccc2C1=O | 28µM* | -157%[inhibitor] | -12% | -3% | u | u | -11% | 4%
O=C(Nc1ccc(NC(=O)c2cccs2)cn1)c1ccco1 | -16% | -3% | -6% | 0% | -16% | -2% | 4% | -5%
CN(C)c1nc(SCCOC(=O)Nc2ccccc2)nc(N(C)C)n1 | -19% | -12%[10 µM] | -1% | -14% | -25% | -1% | -10% | -7%
CCCCC1=NN(C(=O)c2cccnc2)C(O)(C(F)(F)F)C1 (configuration not stated) | -2% | 4%[10 µM] | 8% | 7% | -11% | 1% | u | 2%
COc1ccc(Cn2nnnc2CN(Cc2cc3cc(C)ccc3[nH]c2=O)C2CCCC2)cc1 | -12% | -27%[10 µM] | 1% | -6% | -10% | 3% | -9% | 7%
CCOC(=O)C1C(=O)CC(C)(O)C(C(=O)OCC)C1c1cc(Br)ccc1OC (configuration not stated) | 0% | -6% | -4% | 5% | -6% | -15% | -6% | -1%
COc1ccc(NC(=O)c2ccc(-n3cccn3)c([N+](=O)[O-])c2)cc1 | u | 14%[10 µM] | -15% | 15% | -23% | 6% | -9% | -4%
Cc1cccc(C(=O)N=c2c(C#N)cc3c(=O)n4cccc(C)c4nc3n2Cc2ccco2)c1 | u | x | u | -1% | -20% | -9% | u | u
COc1cccc(C2c3[nH]c4ccccc4c3CCN2Cc2cccc(C)n2)c1 (configuration not stated) | u | -58%[inhibitor] | -4% | -5% | u | 0% | -8% | 0%
CCOC(=O)CSC1=C(C#N)C(c2ccccc2)C(C(C)=O)=C(C)N1 (configuration not stated) | -4% | 12% | -8% | 0% | -6% | -3% | 8% | -15%
CCOc1ncnc2c1sc1nc(C)cc(C)c12 | u | -9%[10 µM] | 1% | 0% | 3% | 0% | x | 2%
Cc1ccc(C)c(C(=O)O/N=C(\N)c2ccc(Br)cc2)c1 | u | -3% | 4% | 9% | -25% | -6% | -2% | 3%
CN(C)c1nc(N)nc(-c2cccnc2)n1 | 5% | -1% | -5% | -6% | 8% | 5% | -11% | -5%
COc1ccc(OC)c2[nH]c(=O)c(CCNC(=O)C(C)C)cc12 | -9% | -2%[10 µM] | -3% | 2% | 1% | -2% | -11% | 5%
CC(=O)NCC1(O)CCCC(C)C1 (configuration not stated) | -4% | 8%[10 µM] | -1% | -7% | -9% | 9% | x | 6%
Cc1ccc(C(C)C)c(OCC(=O)Nc2ccc3c(c2)nc(CN2CCCC2)n3C)c1 | -18% | -3% | -12% | 2% | -13% | u | -10% | 1%
Cn1c(=O)c2c(-c3ccc(Br)cc3)n(CCc3ccccc3)cc2n(C)c1=O | u | x | x | -12%[76.3 µM] | -19% | -4% | x | x
CCOc1ccc(C2CC(=O)N(Nc3ccc([N+](=O)[O-])cc3[N+](=O)[O-])C2=O)cc1 (configuration not stated) | u | 12%[10 µM] | -8% | 3% | -27% | 2% | 2%[15.4 µM] | -7%
CCOC(=O)c1[nH]c2ccc(OC)cc2c1NC(=O)OC | -12% | -3%[10 µM] | 6% | -13% | -12% | -1% | 2% | 15%
COC(=O)c1ccc(CN2C(=O)NC3(CCCCC3)C2=O)cc1 | -10% | 10% | -23% | 4% | -7% | 2% | -10% | -14%
COc1ccc2nc(SCC(=O)Nc3ccc4sc(C)nc4c3)c(C#N)cc2c1 | -12% | -27%[10 µM] | -2% | 6% | -19% | u | -1% | 4%
Cc1ccc(-c2cc(C(=O)N/N=C/C=C/c3ccccc3)n[nH]2)o1 | u | 9%[10 µM] | 5% | -9% | 7% | -4% | 4% | -20%
N#CC1=C2N=C(N)c3ccccc3N2C2=C(C(=O)CCC2)C1c1cccc(Cl)c1 (configuration not stated) | u | x | 2% | -5% | u | -8% | 0% | 7%
Cc1ccccc1N(C(=O)Cc1cccs1)C(C(=O)NCC1CCCO1)c1cccnc1 (configuration not stated) | -8% | 9% | -5% | 3% | -6% | 0% | 4% | -7%
CCn1c(=N)n(CC(=O)C(C)(C)C)c2ccccc21 | 3% | -18% | -8% | -4% | -4% | -6% | -1% | -12%
O=S(=O)(Cc1ccccc1)N1CCc2ccccc21 | u | 5%[0.074 µM] | -7% | -5% | u | 9% | -2% | -2%

# Ordered by the number under aGlu spleen mod (highest first): three of the compounds above
mol,aGlu spleen mod
N#CC1=C2N=C(N)c3ccccc3N2C2=C(C(=O)CCC2)C1c1cccc(Cl)c1 (configuration not stated),2%
CCOC(=O)C1C(=O)CC(C)(O)C(C(=O)OCC)C1c1cc(Br)ccc1OC (configuration not stated),-4%
CCn1c(=N)n(CC(=O)C(C)(C)C)c2ccccc21,-8%
